From PubChem
VCAM1 TNFa inh: inhibitors of TNFa-induced VCAM1 expression, primary screen, imaging, HUVEC, TNFa stimulus, immunofluorescence. HUVEC TNFa-induced VCAM-1 immunofluorescence, high-content imaging. inhibition, % at 2 µM. 95,000 compounds, 0.48% hits;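 active = inhibition above the batch mean plus 3 SD, with images confirmed as a hit by eye, cut at about 37% in these data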;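 note: 0% = TNF-stimulated DMSO wells and 100% = unstimulated control wells; not every result past the cut was called active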
HUVEC tox IL1B: cytotoxicity in IL-1B stimulated HUVEC, primary screen, cytotoxicity control for IL-1B NFkB translocation project, imaging, Hoechst nuclear count, IL-1B stimulus; HUVEC cell count loss; cell count reduction, % at 2 µM; 94,000 compounds, 0.41% hits; AID 845, 2007;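 active = cell count reduction more than 3 SD above the screen-wide mean, cut at about 70% in these data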;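 note: normalized per plate to untreated control cells as the no-loss baseline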
FAK blocker: FAK kinase inhibitors, primary screen, biochemical | biochemical FAK kinase activity assay | inhibition, %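 (tested at 7 µM)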 | 97,000 compounds, 0.84% hits; in the data active = inhibition above about 19%;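 note: 0% = DMSO and 100% = reference compound high control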
Pyk2 oligo antag: antagonists of Pyk2 self-association, primary screen, Q293 cells, FERM NanoBiT luminescence, HTS | Protein-tyrosine kinase 2-beta (Homo sapiens), Q14289 | 99,000 compounds, 0.83% hits | hits give low values | z-score (the deposit names both 25 µM and 10 µM);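 active = Z-score of -3 or lower, scaled per plate to the spread of control and sample wells; inactive = z-score above -3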;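 note: negative z-score means lost luminescence so less FERM oligomerization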
Target sequence (Q14289 whole entry, looked up): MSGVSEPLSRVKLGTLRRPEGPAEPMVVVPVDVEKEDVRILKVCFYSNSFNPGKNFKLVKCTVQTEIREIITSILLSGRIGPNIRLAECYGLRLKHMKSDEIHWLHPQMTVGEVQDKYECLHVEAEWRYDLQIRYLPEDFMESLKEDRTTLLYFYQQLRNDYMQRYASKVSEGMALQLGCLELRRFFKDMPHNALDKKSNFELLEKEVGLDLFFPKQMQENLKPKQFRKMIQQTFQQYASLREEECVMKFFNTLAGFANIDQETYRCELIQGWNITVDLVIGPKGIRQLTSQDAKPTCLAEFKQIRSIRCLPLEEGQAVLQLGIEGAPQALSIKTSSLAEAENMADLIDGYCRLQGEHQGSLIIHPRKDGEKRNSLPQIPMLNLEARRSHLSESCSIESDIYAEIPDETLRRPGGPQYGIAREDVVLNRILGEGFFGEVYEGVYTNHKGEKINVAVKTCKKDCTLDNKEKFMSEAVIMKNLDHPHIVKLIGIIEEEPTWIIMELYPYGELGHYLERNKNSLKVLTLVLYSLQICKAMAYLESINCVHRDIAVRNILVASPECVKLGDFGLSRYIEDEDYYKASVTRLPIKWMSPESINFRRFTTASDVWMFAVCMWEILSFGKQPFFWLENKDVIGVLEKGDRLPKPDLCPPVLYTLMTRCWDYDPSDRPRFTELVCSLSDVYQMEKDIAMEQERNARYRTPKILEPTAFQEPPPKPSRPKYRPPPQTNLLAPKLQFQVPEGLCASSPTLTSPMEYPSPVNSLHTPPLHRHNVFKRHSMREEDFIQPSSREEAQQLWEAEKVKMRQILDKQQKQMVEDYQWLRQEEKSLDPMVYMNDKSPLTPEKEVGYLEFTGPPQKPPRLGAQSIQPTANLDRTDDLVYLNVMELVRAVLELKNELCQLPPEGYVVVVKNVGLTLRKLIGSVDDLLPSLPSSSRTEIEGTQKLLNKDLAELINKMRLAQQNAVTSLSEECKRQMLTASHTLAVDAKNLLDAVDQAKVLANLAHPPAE
PTPN22 act: LYP phosphatase activators, primary screen, biochemical, DiFMUP fluorescence, 2 µM. AID 697, 2007. recombinant LYP; 0 = plate median, 100 = signal doubled. 96,000 compounds, 0.11% hits. activation, % at 2 µM;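 active = activation at 2 µM above a set limit, the mean plus 5 SD, cut at about 37% in these data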
LYP inh 2: PTPN22 phosphatase inhibitors, primary screen, biochemical, DiFMUP fluorescence, 2 µM | Tyrosine-protein phosphatase non-receptor type 22 (Homo sapiens), Q9Y2R2 | recombinant LYP catalytic domain | inhibition, % at 2 µM | 96,000 compounds, 0.21% hits | AID 640, 2007;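 active = inhibition at 2 µM at or above a set limit, the screen mean plus 3 SD, cut at about 24% in these data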;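 note: 0% = DMSO with enzyme and 100% = enzyme fully blocked by orthovanadate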
HUVEC tox TNFa: cytotoxicity in TNFa-stimulated HUVEC, primary screen, cytotoxicity control for VCAM1 expression modulator project, imaging, Hoechst nuclei count; HUVEC TNFalpha-stimulated, Hoechst cell count; cell count reduction, % at 2 µM; 93,000 compounds, 0.17% hits;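 active = cell count reduction exceeding the screen mean by over 5 SD, scaled to untreated wells per plate, cut at about 78% in these data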;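 note: cells counted after 24 h of TNF alpha exposure following the 1 h pretreatment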
F-actin modifier: modifiers of F-actin cytoskeleton organization, primary screen, imaging, HUVEC, phalloidin staining, high-content imaging. HUVEC TNFa F-actin phalloidin imaging. inhibition, % at 2 µM. 91,000 compounds, 0.18% hits. AID 836, 2007;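 active = inhibition above the batch mean plus 3 SD and confirmed as a hit by visual image inspection, cut at about 30% in these data, passing the limit was not always enough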; note: strong numbers were not always called active
ERa coact inh: ERα–SRC-1 coactivator interaction inhibitors, primary screen, biochemical, TR-FRET, ERα LBD, estradiol-bound | Estrogen receptor (Homo sapiens), P03372 | TR-FRET ER-alpha LBD / SRC-1 peptide | inhibition, % at 25.6 µM | 86,000 compounds, 1.7% hits | AID 629, 2007; in the data active = inhibition above about 50%;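 note: 0% = receptor plus peptide control and 100% = peptide only without receptor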
Active calls of the source: *; nt = not tested or not shown; [ ] = dose if it differs, or a comment.

The line under a structure holds: VCAM1 TNFa inh, HUVEC tox IL1B, FAK blocker, Pyk2 oligo antag, PTPN22 act, LYP inh 2, HUVEC tox TNFa, F-actin modifier, ERa coact inh
1) CCOC(=O)C1CCN(C(=O)N2CCOCC2)CC1
 : nt, -45, 1, 0.52, 3, -4, nt, nt, -13
2) Cc1sc2c(c1C)c(=O)n(-c1ccccc1)c1nncn21
 : 21, -35, -9, 0.48, 8, -11, -15, 9, nt
3) COc1cccc(-c2nc(-c3ccc(NC(=O)c4cccnc4)cc3)no2)c1
 : 7, -12, 9, -0.22, -8, 8, -26, 13, -4[fluorescence artefact?]
4) O=C(CSc1ncc(C(F)(F)F)cc1Cl)N1CCN(S(=O)(=O)c2ccc3ccccc3c2)CC1
 : 10, -16, 0, -0.07, 0, 0, 12, -35, nt
5) O=C(Nc1ccc(Cl)c(Cl)c1)C1CC(=O)N(c2ccc(Br)cc2)C1 (configuration not stated)
 : 12, -4, 0, -0.93, -2, 3, -5, 9, 34
6) COc1ccc(-c2n[nH]c(C(F)(F)F)c2-c2cc3ccccc3o2)c(O)c1
 : -26, 14, 12, -1.8, 0, -3, 18, nt, 1
7) N#C/C(=C\c1ccc(Cl)cc1Cl)c1n[nH]c(Cn2cncn2)n1
 : -19, 46, -1, 1.1, 1, -4, 22, -6, -1[fluorescence artefact?]
8) CCOC(=O)N1CCN(S(=O)(=O)c2cccc3cccnc23)CC1
 : -9, -2, -3, 0.11, 4, -3, -2, -13, 1[fluorescence artefact?]
9) COc1ccc(CNS(=O)(=O)c2ccc3c(c2)CCN3C(=O)C2CC2)cc1
 : -8, -1, -1, 3, 32, -37, -9, nt, 2
10) NC(=O)c1c(NC(=O)CN2CCOCC2)sc2c1CCC2
 : -3, -2, 2, 2.3, 10, -6, -24, 11, 9

Further entries.
The line under a structure holds: VCAM1 TNFa inh, HUVEC tox IL1B, FAK blocker, Pyk2 oligo antag, PTPN22 act, LYP inh 2, HUVEC tox TNFa, F-actin modifier, ERa coact inh
11) CCOC(=O)COc1c(OC)cc(Cl)cc1C1NC(=O)NC(C)=C1C(C)=O (configuration not stated)
 : -17, -7, 1, -0.71, -1, 0, 8, 2, 57*[fluorescence artefact?]
12) CCCC1S/C(=N/N=C/c2cccs2)NC1=O (configuration not stated)
 : 4, 23, 0, -0.26, 1, 1, -15, 20, nt
13) O=c1cc(-c2ccco2)oc2c1ccc1ccccc12
 : 9, -7, 26*, -0.6, -2, 3, -16, nt, 51*[fluorescence artefact?]
14) CCOC(=O)C1CCCN(S(=O)(=O)c2ccc(F)c(C(=O)Nc3ccc(F)c(F)c3)c2)C1 (configuration not stated)
 : 1, -2, -2, 0.45, -9, 12, -40, nt, 5
15) Cc1ccc(N(NC(=O)C(C)(C)O)C(=O)c2ccccc2)cc1C
 : 2, 7, 1, -0.17, 1, 1, -18, -18, 6[fluorescence artefact?]
16) CCn1c(SCC(=O)NCCc2ccccc2)nnc1-c1cccs1
 : -11, -8, 9, -0.03, 6, -9, -4, -8, 5[fluorescence artefact?]
17) CC(C)=CC1C(C(=O)Nc2ccc(Br)cn2)C1(C)C (configuration not stated)
 : -9, -5, 27*, -1, -2, -1, -11, 17, 7[fluorescence artefact?]
18) CSc1nc2sc3c(c2c(=O)[nH]1)CCC(C)C3 (configuration not stated)
 : 7, -14, -1, 0.22, 4, -5, -8, -8, -7
19) CCOc1cc(/C=N/Nc2nc(N3CCCC3)nc(N3CCCC3)n2)ccc1O
 : 4, -1, -1, -1.4, -7, 9, -26, -2, -55[fluorescence artefact?]
20) Cc1scc(C(=O)Nc2ccon2)c1-c1ccccc1
 : 15, 12, -1, -0.89, 0, -2, 4, -2, 20

(cont.)
The line under a structure holds: VCAM1 TNFa inh, HUVEC tox IL1B, FAK blocker, Pyk2 oligo antag, PTPN22 act, LYP inh 2, HUVEC tox TNFa, F-actin modifier, ERa coact inh
21) CSc1cccc(NC(=O)C(C)Sc2ccc(C)cc2)c1 (configuration not stated)
 : -3, 2, 4, 1.1, 6, -9, -4, -1, 7
22) CCOC(=O)N1CCC(O)(c2cc(C)c(C)cc2C)CC1
 : 10, -40, 2, -0.51, 11, -15, -3, -14, -5
23) Cn1c(=O)[nH]c(=O)c2c1nc(N1CCN(Cc3ccccc3)CC1)n2CCCc1ccccc1
 : -4, -37, -8, -0.49, -3, 1, -17, -58, -3[fluorescence artefact?]
24) CC(Nc1ccccc1)c1cc(Cl)ccc1O (configuration not stated)
 : 5, 89*, -1, -1.4, 5, -13, 0, -10, 6
25) COc1ccc(OCCCC(=O)Nc2cccnc2)cc1
 : -12, -6, -2, 1.2, -3, 1, 9, 7, -12
26) COc1ccc(C(=O)NCC(=O)N2CCC(C)CC2)cc1OC
 : 12, 3, -1, 0.36, 2, -1, -15, 5, 2
27) C=CCc1c(C)nc(SC)nc1Nc1ccc(C(=O)O)cc1
 : 10, -6, -1, -0.51, 8, -9, -16, 11, -7
28) O=C(CSc1ncn(-c2ccccc2)n1)Nc1ccc(Br)cn1
 : 16, 9, 5, 0.25, 8, -6, -4, 0, -10
29) CCOC(=O)C(CC)Sc1nnc(COc2ccc(C)cc2)n1-c1ccccc1 (configuration not stated)
 : -31, 38, 4, -0.24, 3, -6, 15, -8, -28
30) CCSc1nc(O)c(C2OC(=O)c3c2ccc(OC)c3OC)c(=O)n1-c1ccccc1 (configuration not stated)
 : 11, -7, -6, -0.7, -8, 12, -19, 19, 0[fluorescence artefact?]

A section taken from the entries so far, for reference:
The line under a structure holds: VCAM1 TNFa inh, HUVEC tox IL1B, FAK blocker, Pyk2 oligo antag, PTPN22 act, LYP inh 2, HUVEC tox TNFa, F-actin modifier, ERa coact inh
21) CSc1cccc(NC(=O)C(C)Sc2ccc(C)cc2)c1 (configuration not stated)
 : -3, 2, 4, 1.1, 6, -9, -4, -1, 7
22) CCOC(=O)N1CCC(O)(c2cc(C)c(C)cc2C)CC1
 : 10, -40, 2, -0.51, 11, -15, -3, -14, -5

Next section
The line under a structure holds: VCAM1 TNFa inh, HUVEC tox IL1B, FAK blocker, Pyk2 oligo antag, PTPN22 act, LYP inh 2, HUVEC tox TNFa, F-actin modifier, ERa coact inh
31) CCOc1ccc(C(=S)N2CCOCC2)cc1
 : -5, -7, -3, 0.25, -7, 5, 4, -18, -5
32) COc1ccc(NC(=O)CSc2nnc(N)s2)cc1
 : -9, -6, 2, -0.04, -3, 0, -18, 2, 14
33) CCN(CC)S(=O)(=O)c1cccc(C(=O)NCC(=O)OCC(=O)NCc2ccccc2)c1
 : 5, 10, -1, 0.74, -3, 0, -35, 0, -6
34) O=C(NCCO)/C(=C/c1ccc(Br)cc1)NC(=O)c1cccs1
 : 20, 5, -1, 0.22, -2, 8, -32, 16, nt
35) COc1ccc(Cl)cc1NC(=O)CN(c1ccccc1)S(=O)(=O)N(C)C
 : -4, -7, 6, -3, 4, -7, nt, 4, 1
36) O=C(CSc1ccccn1)Nc1nc2ccc(Br)cc2s1
 : -7, 11, 3, -1.5, -6, 9, 4, 5, nt
37) O=C(CSc1ccc(Cl)cc1)Nc1ccccc1N1CCN(C(=O)c2ccccc2)CC1
 : 0, -36, 6, -1.7, 4, -3, -12, 7, nt
38) O=C(NCc1ccccc1)/C(NC(=O)c1ccccc1)=C(/Sc1ccccn1)c1ccccc1
 : 27, 5, 2, -4.1*, -4, 4, 8, 1, 0
39) CCN(CC)c1nc2c(s1)C(=O)CC(C)(C)C2
 : 14, -24, -2, -0.22, -4, 2, -2, 4, 6
40) COc1ccc(Nc2cc(=O)oc3ccccc23)cc1
 : 89*, -41, 1, -1, -7, 5, 0, 15, 9

Other compounds
The line under a structure holds: VCAM1 TNFa inh, HUVEC tox IL1B, FAK blocker, Pyk2 oligo antag, PTPN22 act, LYP inh 2, HUVEC tox TNFa, F-actin modifier, ERa coact inh
41) CC1CN(C(=O)c2ccc3c(c2)OCO3)CC(C)O1 (configuration not stated)
 : 7, -14, 1, 0.43, -6, 5, 12, 0, 9
42) Cc1cccc(C)c1NC(=O)C(c1ccccc1)N1CCC1=O (configuration not stated)
 : 10, nt, 1, 0.83, 3, 2, -3, -22, nt
43) N#C/C(=C(/O)COC(=O)CCC1CCCCC1)c1nc2ccccc2[nH]1
 : 23, -5, -9, -0.03, 0, 4, -9, -9, -6
44) Clc1ccccc1Sc1cnc2ccccc2n1
 : 13, -10, 2, -0.11, -4, 0, -45, 16, 1
45) CCc1nnc(NC(=O)CSc2nnc(-c3ccoc3C)n2-c2ccccc2)s1
 : 31, -21, -1, -0.17, 3, -2, 3, -14, nt
46) Cn1c(SCC(=O)NCc2cccs2)nnc1-c1ccc(S(=O)(=O)N2CCCC2)cc1
 : -24, -30, 1, 0.58, 1, -2, -26, 5, 3
47) COC(=O)c1cc(=O)n2c(-c3ccc(OC)cc3)csc2n1
 : 6, -2, -2, 1.1, -8, 10, nt, -11, 1
48) CC(CCc1ccccc1)NCc1ccncc1 (configuration not stated)
 : 10, nt, -2, 3, 11, -11, -14, 13, -14
49) CN(C)c1ccc(/C=N/N2C(=S)SC(C)(C)C2N(O)C(=O)Nc2ccc([N+](=O)[O-])cc2)cc1 (configuration not stated)
 : 11, 4, 3, 0.14, 20, -21, -8, 11, -2
50) Cc1ccccc1NC(=O)c1cnn(-c2ccccc2)c1NC(=O)c1ccco1
 : 0, -19, -5, 1.3, 2, -5, -8, -5, -7

Next entries
The line under a structure holds: VCAM1 TNFa inh, HUVEC tox IL1B, FAK blocker, Pyk2 oligo antag, PTPN22 act, LYP inh 2, HUVEC tox TNFa, F-actin modifier, ERa coact inh
51) Cc1ccc(C)c(C(=O)CN2C(=O)c3ccccc3S2(=O)=O)c1
 : -11, -6, -8, -0.61, -12, 14, -12, -22, -10
52) CN1CCN(C2=Cc3ccccc3Sc3cc(F)ccc32)CC1
 : 13, -46, 2, -0.39, 4, -4, -12, 5, 1[fluorescence artefact?]
53) Cc1cccc(NC(=O)c2sc(NC(=O)c3ccco3)c(C#N)c2C)c1C
 : -9, -16, -4, -0.5, -5, 5, -3, 48, nt
54) Cc1cccc(C)c1-n1c(C)cc(/C=N\Nc2ccc([N+](=O)[O-])cn2)c1C
 : -13, -3, 6, 0.71, 12, -10, -36, nt, -5
55) Cc1cc(C)cc(OCCCOc2cccc3cccnc23)c1
 : 10, 0, 3, -0.82, -5, 7, 6, 18, nt
56) Cc1cc(C(=O)COc2cccc(-n3cnnn3)c2)c(C)n1-c1ccccc1
 : 16, 15, 12, -1.3, -4, 3, 13, -22, -8
57) CS(=O)(=O)N(CC(=O)NCC1CCCO1)Cc1ccc(Cl)cc1 (configuration not stated)
 : 7, -12, -1, -0.22, -2, 4, -20, 8, 23
58) N#CCSc1ncnc2sc3c(c12)CCC3
 : 3, 4, 3, -0.87, -15, 15, -8, nt, 42
59) Cc1cc(C)cc(CSCC(=O)N/N=C/c2ccc(OCC(=O)NCc3ccco3)cc2)c1
 : 0, -32, 1, -3.1*, 0, 2, 9, 12, nt
60) CC(=O)c1ccc(N2CCN(c3ccc(S(=O)(=O)N4CCN(C)CC4)cn3)CC2)cc1
 : -7, nt, -2, 0.43, 7, -10, -22, 34, 21
61) CN1CCC(N(C)C(=O)COc2ccccc2-c2ccccc2)CC1
 : -4, -7, -5, 2.1, -5, 2, -22, 25, -3
62) Cc1ccccc1-c1ccc(C=Nc2c(C)n(C)n(-c3ccccc3)c2=O)o1
 : 11, -2, -7, 0.93, 0, -2, -24, -32, 2
63) Cc1ccc2nc(-c3ccc(NC(=S)NC(=O)C(C)C)cc3)sc2c1
 : -9, -4, -8, -1.6, -7, 7, -21, -7, nt
